GAA glycogen – inhibitors or activators of human alpha-glucosidase glycogen cleavage. P10253. hit rate 0.38% among 300,000. Potency, µM (top dose mostly 76.4 µM), for inactives: at the top dose activity change, negative = inhibition, most hits filed as inhibitors. recombinant GAA, glycogen substrate, Amplex Red glucose oxidase fluorescence;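 note: 0% = full enzyme reaction and -100% = no-enzyme basal signal; the screen sought inhibitors and activators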
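Recombinant human enzyme (4 nM); glycogen substrate; 37 C, 40 min, pH 5.0. Readout: coupled glucose oxidase/Amplex Red fluorescence.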
HttQ103 aggreg – reduces HttQ103-GFP aggregates in PC12 cells; AID 1688; PC12 HttQ103-GFP aggregates, Acumen cytometry, 40 h; Potency, µM (highest dose often 46.1 µM), without a hit: top-dose activity change, negative = inhibition, actives largely listed as inhibitors; hit rate 1.1% among 220,000; note: % is set by controls: 0 for no effect and ±100 for the full control effect; nearly all actives have a fitted effect of over 60% in size
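Multiplexed with ATP-based cell death, this channel scores GFP aggregates in PC12 cells expressing inducible HTTex1-Q103-GFP. Induction used 100 nM tebufenozide; compounds were tested in concentration series.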
GAA inh – alpha-glucosidase (human) inhibition; purified human GAA, 4-MU-alpha-glucoside fluorescence; Potency, µM (series often up to 76.9 µM), for inactives: at the highest dose activity change, negative = inhibition, hits mostly inhibitors; hit rate 0.005% among 200,000;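 note: plate controls were uninhibited enzyme wells for no effect and no-enzyme background for full effect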
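Human alpha-glucosidase, 4 nM, pre-mixed with test compounds before 400 uM 4-methylumbelliferyl substrate; 20 min room temperature at pH 5.0. Fluorescence read after pH 10 stop; AC50 values from Hill-equation fits.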
IMPase Li cell – IMPase inhibition in cells with lithium potentiation. hit rate 0.35% among 210,000. Potency, µM (top dose mostly 59.4 µM), for the others: top-dose activity, negative = IMPase inhibition, actives largely listed as inhibitors. CHO-M1 cells, IP1 TR-FRET (IP-One), carbachol + lithium;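 note: IP1 builds up when IMPase is blocked and the TR-FRET signal falls; plate controls were basal vehicle for no effect and high inhibitor control for full effect; nearly all actives have a fitted effect of over 50% in size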
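CHO-M1, 2000 cells/well, 16–30 h culture; cpd + low Li+, 30 min 37C; lysis with d2-IP1/Eu-anti-IP1 Ab, 10 min RT; TR-FRET 665/620 ratio and 620 channel; AC50 via Hill.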
HTT ATP protect – protects HTT-Q103 PC12 cells, measured by ATP. PC12 HTT-Q103 induced, cytoprotection, ATP luminescence, 40 h. Potency, µM (titrated, usually from 56.4 µM), inactives show cytoprotection (ATP increase), actives largely listed as activators. hit rate 0.14% among 230,000. AID 1471;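 note: % of control where 0% means no effect; nearly all actives have a fitted effect of over 45% in size; toxic huntingtin expression switched on by the ecdysone agonist tebufenozide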
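Huntington model: PC12 line, ecdysone-inducible HTTQ103 exon1–GFP, tebufenozide 100 nM. Test articles in a dose series. Endpoint luminescence from cellular ATP.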
RGS12 GoLoco inh – inhibitors of human Gai1-RGS12 GoLoco interaction (red fluorophore) | P63096 | Gai1:RGS12 GoLoco peptide FP, rhodamine, 10 min | Potency, µM (highest dose often 61.6 µM), without a hit: top-dose activity, negative = inhibition, most hits filed as inhibitors | hit rate 0.44% among 230,000 | AID 880; active = well fitted inhibition curve with a large enough effect, not every such curve was filed as active; inactive = no such curve, though single readings can be large or run the other way; note: % is set by controls: 0 for no effect and ±100 for the full control effect; nearly all actives have a fitted effect of over 30% in size; many of its hits are not listed in these tables
Target sequence (P63096 whole entry, looked up): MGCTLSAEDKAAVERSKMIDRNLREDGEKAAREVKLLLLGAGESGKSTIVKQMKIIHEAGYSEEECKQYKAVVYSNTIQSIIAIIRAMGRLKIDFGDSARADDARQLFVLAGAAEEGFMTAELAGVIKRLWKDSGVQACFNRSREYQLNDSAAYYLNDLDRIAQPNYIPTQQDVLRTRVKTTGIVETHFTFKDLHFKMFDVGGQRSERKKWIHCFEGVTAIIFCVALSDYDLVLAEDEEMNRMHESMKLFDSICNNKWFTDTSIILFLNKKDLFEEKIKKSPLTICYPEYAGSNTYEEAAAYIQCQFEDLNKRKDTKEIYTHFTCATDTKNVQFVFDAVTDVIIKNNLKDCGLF
aGlu spleen mod – lysosomal alpha-glucosidase (human) modulation; human spleen homogenate, 4-MU-alpha-glucoside fluorescence; P10253; AID 2112; Potency, µM (highest dose often 79.9 µM), for inactives: at the top dose activity change, negative = inhibition, actives largely listed as inhibitors; hit rate 0.006% among 240,000;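 note: 0% = enzyme with vehicle and -100% = no enzyme basal signal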
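AC50 values come from Hill-equation fits of concentration-response data, normalized to no-enzyme and full-activity controls. Enzyme source: 1 ug human spleen homogenate; 1 mM fluorogenic 4-MU glucoside, pH 5.0 citrate buffer, 37 C, 40 min.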
The depositor's hits bear a star; ? = inconclusive; nt = no result given; [ ] = another dose, or the depositor's remark. Unless noted, calls come from the whole dose curve; as a rule, active = well fitted curve in the direction sought with a large enough effect; inconclusive = small, poorly fitted or top-dose-only effect, or another doubt; inactive = no such curve, though single readings can be large; an effect the other way counts as inactive or inconclusive. Potency is the fitted concentration of half-maximal effect. An excerpt (hit frequency here may not be typical).

no. | smiles | GAA glycogen | HttQ103 aggreg | GAA inh | IMPase Li cell
1 | Cc1sc2nc(COC(=O)C(NC(=O)c3ccc(Cl)cc3Cl)C(C)C)[nH]c(=O)c2c1C (configuration not stated) | 3% | 2% | -2% | 8%
2 | CCCC1(C(=O)OC)NC(c2ccc(OC)c(OC)c2)C2C(=O)N(c3ccc4c(c3)OCO4)C(=O)C21 (configuration not stated) | 8% | ? | 4% | 0%[38.3 µM]
3 | NCCCC[C@H]1CNC(=O)C(=O)N1CCC12CC3CC(CC(C3)C1)C2 | 5% | 4%[9.22 µM] | nt | nt
4 | OCCC1CN(Cc2cnc(N3CCCC3)s2)CCN1Cc1ccccc1 (configuration not stated) | 13% | -11%[9.22 µM] | nt | 4%
5 | CS/C(=N\N(C)C(N)=O)c1ccccc1 | -5% | -4% | -2% | -4%
6 | Fc1ccc(N2CCN(Cc3cn[nH]c3-c3ccccc3)CC2)cc1 | 1% | 9%[9.22 µM] | 2%[15.4 µM] | nt
7 | Cc1nn(C)c(C)c1S(=O)(=O)N1CCCC(C(=O)NC2CCCCC2)C1 (configuration not stated) | -16% | 17% | -2% | -21%[38.3 µM]
8 | CC1=C(C(N)=O)C(c2cccs2)n2ncnc2N1 (configuration not stated) | -16% | -21%[9.22 µM] | nt | nt
9 | CCC(C)N(C(=O)CSc1nc(-c2ccccc2)cs1)C1CCS(=O)(=O)C1 (configuration not stated) | -3% | 26% | -3% | 6%[38.3 µM]
10 | Cn1c(=O)n(CCOc2ccccc2Cl)c2ccccc21 | -4% | -14% | -10% | 22%[38.3 µM]
11 | CCOC(=O)C1=C(C)N(C)C(=O)NC1c1ccccc1OC (configuration not stated) | 7% | -13% | -4% | 14%[38.3 µM]
12 | COc1ccccc1CNCC(=O)NCc1ccc(C)cc1 | 6% | 3%[9.22 µM] | -2% | 3%

no. | HTT ATP protect | RGS12 GoLoco inh | aGlu spleen mod
1 | 7%[10 µM] | 15% | 5%
2 | -14% | 3% | -18%
3 | -12%[10 µM] | 1% | -2%
4 | -14%[10 µM] | 0% | 3%
5 | 20%[10 µM] | 11% | -1%
6 | 10%[10 µM] | -7% | 8%
7 | 5% | 7% | 0%
8 | 6%[10 µM] | 3% | -2%
9 | -17% | 4% | 0%
10 | 10% | 5% | 1%
11 | 19% | -3% | 0%
12 | 9%[10 µM] | -10% | -1%

A different layout for two compounds above.
Values run as follows: GAA glycogen, HttQ103 aggreg, GAA inh, IMPase Li cell, HTT ATP protect, RGS12 GoLoco inh, aGlu spleen mod
5) CS/C(=N\N(C)C(N)=O)c1ccccc1
  -5%, -4%, -2%, -4%, 20%[10 µM], 11%, -1%
6) Fc1ccc(N2CCN(Cc3cn[nH]c3-c3ccccc3)CC2)cc1
  1%, 9%[9.22 µM], 2%[15.4 µM], nt, 10%[10 µM], -7%, 8%

Remaining list, next part.
no. | smiles | GAA glycogen | HttQ103 aggreg | GAA inh | IMPase Li cell
13 | Cc1sc(NC(=O)C2C3CCC(O3)C2C(=O)O)c(C(=O)OC(C)C)c1-c1ccc(Cl)cc1 (configuration not stated) | -12% | -12% | 6% | -19%[38.3 µM]
14 | COc1ccccc1N(CC(=O)NC(C)(C)C)C(=O)Cn1nnc(-c2ccc(C)o2)n1 | 2% | 4% | -13% | 6%[38.3 µM]
15 | COc1cc(OC)c2c(-c3cccc(-c4cccc(C)c4)c3)cc(=O)oc2c1 | nt | nt | nt | 14%
16 | O=C(NCCCN1CCCC1=O)c1cc(-c2cccnc2)nc2ccc(Cl)cc12 | 4% | 12% | -1% | -9%
17 | CC(C)(CC(=O)O)CC(=O)Nc1ccccc1Oc1ccccc1 | 7% | 8%[9.22 µM] | -2% | nt
18 | Cc1ccc(Nc2nc(N)nc(-c3oc4ccccc4c3C)n2)cc1 | 23% | ? | 3% | 2%
19 | Cc1cc(Cl)cc(Cl)c1OCCOc1cccc2cccnc12 | -2% | ? | -3% | 40%[activator][38.3 µM]
20 | O=C(CN(Cc1ccco1)C(=O)CNS(=O)(=O)c1ccccc1)NCc1ccc(F)cc1 | 0% | 8% | -2% | 41%[activator][38.3 µM]
21 | CSc1nsc2nc(=O)c(/C=C3\C=Nc4ccccc43)c(N)n12 | 3% | 13% | -6% | 2%
22 | CC1CCN(S(=O)(=O)c2ccc(C(=O)NNC(=O)C3CC3)cc2)CC1 | -7% | -8%[9.22 µM] | 1% | 2%
23 | CN=C(N)/N=C(\N)Nc1cc2ccccc2c2ccccc12 | nt | nt | nt | -4%
24 | O=C(Nc1ncc(Cc2cccc(C(F)(F)F)c2)s1)C1CCCO1 (configuration not stated) | -8% | 7%[9.22 µM] | nt | nt

no. | HTT ATP protect | RGS12 GoLoco inh | aGlu spleen mod
13 | -12% | -8% | -8%
14 | -2% | -13% | -4%
15 | -46%[inhibitor] | 4%[88.7 µM] | 7%[119 µM]
16 | -36% | -3% | -5%
17 | 2%[10 µM] | 3% | 4%
18 | -84%[inhibitor][10 µM] | 26% | 3%
19 | 4% | -2% | -7%
20 | -24%[10 µM] | 3% | 0%
21 | -37%[inhibitor] | 12% | -3%
22 | -12%[10 µM] | 12% | -2%
23 | 2%[10 µM] | 6%[14.2 µM] | nt
24 | 12%[10 µM] | 6% | 1%

Down the list, from the results shown.
HttQ103 aggreg, compounds 18 to 21 → ?, ?, 8%, 13%
IMPase Li cell, compounds 18 to 21 → 2%, 40%[activator][38.3 µM], 41%[activator][38.3 µM], 2%
HTT ATP protect, compounds 18 to 21 → -84%[inhibitor][10 µM], 4%, -24%[10 µM], -37%[inhibitor]

Additional results follow.
no. | smiles | GAA glycogen | HttQ103 aggreg | GAA inh | IMPase Li cell
25 | CSc1nc(C)cc(SC(C(C)=O)C(=O)Nc2ccccc2)n1 (configuration not stated) | -26% | -12% | 5% | -5%[38.3 µM]
26 | [O-][n+]1ccc(C2CC2)cc1 | -10% | -4% | -6% | 5%[38.3 µM]
27 | CCSc1nc(N)c2c3c(sc2n1)CN(C)CC3 | 6% | 2% | 7% | -1%
28 | CCn1cnc2c1c(=O)n(Cc1nnc3n1-c1ccccc1SC3)c(=O)n2Cc1ccccc1 | 5% | 7% | -2% | 55%[activator][38.3 µM]
29 | Cc1nc2ccccc2c2c1C(=O)N(Cc1cccnc1)C2=O | 1% | -4% | -2% | 30%[38.3 µM]
30 | CCCC(c1nnnn1Cc1ccc(OC)cc1)N1CCN(c2ccccc2OC)CC1 (configuration not stated) | -18% | -16% | -7% | 54%[activator][38.3 µM]
31 | COc1ccc(NC(=O)Cc2nc3ccccc3[nH]2)cc1 | -11% | 22% | 1% | -2%[38.3 µM]
32 | CCCc1cc(C(=O)Nc2ccc(C(C)=O)cc2)no1 | -7% | -8% | -2% | -144%[38.3 µM]
33 | CCN(CC)CCNC(=O)c1ccc(Sc2ccc(C)cc2)c(NC(C)=O)c1 | 4% | -13% | -8% | 5%
34 | CN(C)/C=C/C(=O)c1ccccc1F | -6% | -3% | 2% | -4%
35 | COc1ccccc1NC(=O)CSc1nc2sc(C)c(C)c2c(=O)n1Cc1ccco1 | -6% | 6% | -5% | -6%[38.3 µM]
36 | CCN(CC)S(=O)(=O)c1ccc(Nc2cc(C)nc3ncnn23)cc1 | 1% | 10% | -8% | -18%[38.3 µM]

no. | HTT ATP protect | RGS12 GoLoco inh | aGlu spleen mod
25 | 7% | 10% | -4%
26 | 6% | 2% | 6%
27 | 20%[10 µM] | 8% | 0%
28 | 3% | 8% | -11%
29 | 0% | 4% | -4%
30 | -8% | 6% | -1%
31 | -3% | 5% | -5%
32 | -7% | -4% | -10%
33 | -11% | 5% | -2%
34 | -5%[10 µM] | 10% | -4%
35 | -16%[0.074 µM] | 1% | -2%
36 | 4%[10 µM] | 12% | -2%

Full records as entered above. Order of screens: GAA glycogen, HttQ103 aggreg, GAA inh, IMPase Li cell, HTT ATP protect, RGS12 GoLoco inh, aGlu spleen mod
CN(C)/C=C/C(=O)c1ccccc1F is entered as -6%, -3%, 2%, -4%, -5%[10 µM], 10%, -4%
COc1ccccc1NC(=O)CSc1nc2sc(C)c(C)c2c(=O)n1Cc1ccco1 is entered as -6%, 6%, -5%, -6%[38.3 µM], -16%[0.074 µM], 1%, -2%
Cc1nc2ccccc2c2c1C(=O)N(Cc1cccnc1)C2=O is entered as 1%, -4%, -2%, 30%[38.3 µM], 0%, 4%, -4%
COc1ccc(NC(=O)Cc2nc3ccccc3[nH]2)cc1 is entered as -11%, 22%, 1%, -2%[38.3 µM], -3%, 5%, -5%
CCSc1nc(N)c2c3c(sc2n1)CN(C)CC3 is entered as 6%, 2%, 7%, -1%, 20%[10 µM], 8%, 0%

Further entries
no. | smiles | GAA glycogen | HttQ103 aggreg | GAA inh | IMPase Li cell
37 | CCN(CC)C(=O)Oc1ccc2cc(Br)ccc2c1 | -6% | -4% | -1% | 1%
38 | COc1ccc(CCN2C(=O)C3C(C2=O)C2C=CC3C23CC3)cc1OC (configuration not stated) | 2% | 8% | 4% | 1%
39 | CCOc1ccc(OCC)c(NC(=O)CCSCCc2ccccn2)c1 | 1% | -7% | 0% | -6%
40 | Cc1ccc(CCSc2ccc(F)cc2)cn1 | 0% | 9%[9.22 µM] | 1%[15.4 µM] | nt
41 | COc1ccc(CC2(CO)CCN(Cc3cnc(-c4ccccc4C)nc3)CC2)cc1 | -2% | -5%[9.22 µM] | ? | 8%
42 | CN(Cc1ccccc1)C(=O)c1ccc([N+](=O)[O-])o1 | 1% | -9% | -3% | 7%
43 | N#CCc1cc2ccc3cccc4ccc(c1)c2c34 | -16% | 4%[9.22 µM] | nt | nt
44 | COc1ccccc1-c1nc(C#N)c(N2CCN(C(c3ccccc3)c3ccccc3)CC2)o1 | 1% | -15% | -7% | 8%[38.3 µM]

no. | HTT ATP protect | RGS12 GoLoco inh | aGlu spleen mod
37 | -1%[10 µM] | 10% | 0%
38 | -7% | -10% | 1%
39 | -18% | -7% | -8%
40 | 5%[10 µM] | -1% | -13%
41 | -19%[10 µM] | 10% | 1%
42 | 10%[10 µM] | -4% | -10%
43 | 1%[10 µM] | -2% | 3%
44 | -1% | 3% | -3%

High-throughput results from PubChem.
